OXTR agonist – human OXTR agonists, primary screen, fluorescence, CHO-OTR cells, Fluo-8 calcium; Oxytocin receptor (Homo sapiens), P30559; Fluo-8 calcium fluorescence; normalized: DMSO 0%, oxytocin 100%; activation, % at 3 µM; 320,000 compounds, 0.32% hits;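 active = activation above the mean of all tested compounds plus 3 SD, cutoff set per screening run, cut at about 20% in these data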;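 also: peak over basal fluorescence ratio from a 100 s FLIPR kinetic read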
Target sequence (P30559 whole entry, looked up): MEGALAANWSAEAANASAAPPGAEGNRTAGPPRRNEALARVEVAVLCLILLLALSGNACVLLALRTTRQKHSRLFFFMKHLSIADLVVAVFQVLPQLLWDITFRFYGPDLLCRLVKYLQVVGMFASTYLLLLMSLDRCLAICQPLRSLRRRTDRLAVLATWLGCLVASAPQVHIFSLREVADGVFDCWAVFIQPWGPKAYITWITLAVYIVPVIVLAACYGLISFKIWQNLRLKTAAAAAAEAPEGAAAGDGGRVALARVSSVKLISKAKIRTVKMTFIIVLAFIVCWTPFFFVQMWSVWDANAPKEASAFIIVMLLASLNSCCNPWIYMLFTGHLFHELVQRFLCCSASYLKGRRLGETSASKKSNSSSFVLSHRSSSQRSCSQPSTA
CHO-K1 Ca ag – counter-screen for M1 agonists: effect in parental CHO-K1 cells. Fluo-8 calcium fluorescence; scaled to maximal ATP response, vehicle zero. activation, % at 3 µM. 360,000 compounds, 0.48% hits. AID 602248, 2012; in the data active = activation above about 15%;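 also: untransfected CHO-K1 host cells lacking M1 receptor as counterscreen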
GPR7 antagonist – GPR7 receptor antagonists, primary screen, cell-based, fluorescence, single concentration; GPR7-expressing cells, fluorescence antagonist assay; inhibition, % at 4.4 µM; 290,000 compounds, 1.1% hits; AID 1861, 2009; in the data active = inhibition above about 16%, passing the limit was not always enough;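 also: cells stimulated with the agonist NPW; 0% = agonist with vehicle and 100% = vehicle without agonist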
Target sequence (P48145 whole entry, looked up): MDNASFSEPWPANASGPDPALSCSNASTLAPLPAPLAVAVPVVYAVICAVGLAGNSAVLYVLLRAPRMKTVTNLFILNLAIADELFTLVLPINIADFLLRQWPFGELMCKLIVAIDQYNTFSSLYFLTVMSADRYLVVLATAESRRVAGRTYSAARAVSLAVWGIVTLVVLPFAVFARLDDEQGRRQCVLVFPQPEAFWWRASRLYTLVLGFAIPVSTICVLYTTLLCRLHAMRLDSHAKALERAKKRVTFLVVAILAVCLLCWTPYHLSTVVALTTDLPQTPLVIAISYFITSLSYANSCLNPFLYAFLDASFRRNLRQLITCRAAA
CHO-K1 Ca antag – counter-screen for M1 antagonists: effect in parental CHO-K1 cells. ATP-induced calcium, Fluo-8 fluorescence. 360,000 compounds, 0.6% hits. inhibition, % at 3 µM. AID 602250;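 active = inhibition above a per-plate cutoff, the plate's mean sample inhibition plus 3 SD, cut at about 24% in these data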;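 also: 0% = DMSO plus EC80 ATP and 100% = DMSO alone without ATP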
CHO-K1 Ca PAM – nonselective calcium activators in parental CHO-K1 cells, primary screen, counter-screen for M1 PAM project, cell-based, Fluo-8 calcium fluorescence, full deck, 1536-well. ATP EC20; 0% at ATP EC20, 100% at ATP max. activation, % at 3 µM. 360,000 compounds, 0.02% hits;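 active = activation above the run cutoff, the mean activation of all test compounds plus 3 SD, cut at about 40% in these data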;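 also: peak over basal fluorescence ratio in a 140 s read after ATP addition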
CHO parental Ca – ATP-evoked calcium signal inhibitors, parental CHO, primary screen, counter-screen for OX1R antagonist project, cell-based, fluorescence, Fluo-8 calcium dye. parental CHO-K1, ATP-induced calcium, Fluo-8 fluorescence. inhibition, % at 5.6 µM. 330,000 compounds, 0.63% hits;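 active = inhibition above that plate's mean sample inhibition plus 3 SD, cut at about 26% in these data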;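 also: 0% = ATP-challenged DMSO wells and 100% = DMSO wells without ATP; some compounds past the cut are filed as inactive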
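Assay system – parental CHO cells · Reagent – ATP stimulus · Detection – intracellular calcium via Fluo-8 no-wash fluorescent dye · Evaluation – percent inhibition of ATP-evoked calcium rise, normalized to controls · Controls – ATP wells versus no-ATP DMSO wells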
TAAR1 antagonist – human TAAR1 antagonists, primary screen, Fluo-8 calcium fluorescence, CHO RD-HGA16 cells | Trace amine-associated receptor 1 (Homo sapiens), Q96RJ0 | 360,000 compounds, 1.5% hits | inhibition, % at 3 µM | antagonist;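 active = inhibition above a per-plate cutoff, the mean inhibition of test compounds on that plate plus 3 SD, cut at about 49% in these data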;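 also: 0% = DMSO plus EC80 beta-PEA response and 100% = DMSO alone without agonist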
Target sequence (Q96RJ0 whole entry, looked up): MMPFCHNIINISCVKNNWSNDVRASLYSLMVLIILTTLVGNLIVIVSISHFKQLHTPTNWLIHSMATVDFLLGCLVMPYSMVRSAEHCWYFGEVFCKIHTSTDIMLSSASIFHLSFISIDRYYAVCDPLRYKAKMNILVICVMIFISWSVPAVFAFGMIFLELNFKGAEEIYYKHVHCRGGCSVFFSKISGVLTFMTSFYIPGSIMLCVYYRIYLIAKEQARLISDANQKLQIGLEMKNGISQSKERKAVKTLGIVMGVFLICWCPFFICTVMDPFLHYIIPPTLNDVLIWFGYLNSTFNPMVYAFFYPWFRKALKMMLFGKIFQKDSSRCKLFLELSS
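Assay system: RD-HGA16 CHO cells with stable hTAAR1 and Gα16 / Reagent: EC80 β-phenethylamine stimulus / Doses: 3 µM, single point / Timing: dye loading 75 min at 37 °C, then 30 min room temperature / Measured by: Fluo-8 intracellular calcium dye fluorescence, real-time kinetic reads / Controls: vehicle wells and EC80 agonist wells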
OXTR potentiator – human OXTR potentiators, primary screen, fluorescence, CHO-OTR cells, Fluo-8 calcium | 320,000 compounds, 0.061% hits | Oxytocin receptor (Homo sapiens), P30559 | Fluo-8 calcium fluorescence, potentiator mode; 0% = oxytocin EC15, 100% = EC100 | AID 2445, 2010 | activation, % at 3 µM;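 active = activation above that plate's cutoff, the mean activation of tested compounds plus 3 SD, cut at about 6.6% in these data, passing the limit was not always enough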;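 also: 100% uses oxytocin at 75 nM as the full agonist control; some results filed as inactive read as strong as hits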
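Material: CHO-OTR cells, human receptor; compound dosing: single dose, 3.0 µM nominal final compound concentration; schedule: 6 min compound pre-incubation at room temperature, 100 s kinetic read; measured by: kinetic Fluo-8 calcium fluorescence; read-out basis: % activation vs EC15 and EC100 oxytocin; controls: EC15 oxytocin alone as 0%, 75 nM oxytocin as 100%; replicates: singlicate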
V1R ag counter – agonists of human V1a receptor, primary screen, counter-screen for OXTR agonist project, fluorescence, CHO-V1R cells. 320,000 compounds, 0.25% hits. activation, % at 3 µM. Fluo-8 calcium fluorescence, agonist mode; 0% DMSO, 100% 3 nM vasopressin. AID 2797, 2010. Vasopressin V1a receptor (Homo sapiens), P37288;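 active = activation above the mean activation of all tested compounds plus 3 SD, per screening run, cut at about 20% in these data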;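 also: signal is peak over basal fluorescence ratio across a 100 second FLIPR read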
Starred values were filed as active, the others as inactive; . = no result given.

SMILES | OXTR agonist | CHO-K1 Ca ag | GPR7 antagonist | CHO-K1 Ca antag | CHO-K1 Ca PAM | CHO parental Ca | TAAR1 antagonist | OXTR potentiator | V1R ag counter
COc1cc(/C=N/NC(=O)CCn2nc(C)cc2C)ccc1O | 1.1 | -0.1 | -1 | 8 | -11 | 1 | 7 | -4 | 0.3
CC1=C(C(N)=O)C(c2cccs2)n2ncnc2N1 (stereo not drawn) | -0.4 | 0.8 | -10 | -12 | 22 | -11 | -14 | -2 | 0.2
Cn1c(CCCNC(=O)c2ccco2)nc2ccccc21 | . | 2.0 | . | -16 | 17 | . | 5 | . | .
CC(=O)Oc1ccc(Cn2c(C)c(C(=O)NCc3ccc(C#N)cc3)sc2=O)cc1 | . | 32* | . | 10 | 10 | . | 85* | . | .
O=C(CN1C(=O)C2C3C=CC(C3)C2C1=O)OCC(=O)c1ccc(Cl)cc1 (stereo not drawn) | . | 1.8 | -7 | -10 | 1 | . | 0 | . | .
Cc1cnc(NS(=O)(=O)c2ccccc2)c(Br)c1 | -0.3 | -0.2 | -2 | 2 | -5 | -2 | -4 | 4 | -1.0
Cc1ccc(S(=O)(=O)N2CCOCC2)cc1NC(=O)COC(=O)/C=C/c1ccc(F)cc1 | 5.6 | 0.0 | . | 0 | -9 | -12 | -3 | -8 | 6.6
CCOC(=O)c1cc(-c2ccco2)nc2c1c(C)nn2CCC#N | 0.1 | -0.1 | -2 | 22 | -7 | -10 | -15 | -10 | -0.5
Cc1ccc(C(=O)COC(=O)C2C3C=CC(C3)C2C(=O)OCC(=O)c2ccc(C)c(C)c2)cc1C (stereo not drawn) | 1.5 | 0.4 | 7 | 1 | 5 | -21 | 18 | -16 | -0.3
N#CC1=C(N)Oc2cc(N)ccc2C1c1cc(Br)cs1 (stereo not drawn) | . | 3.1 | -7 | -2 | -19 | . | -3 | . | .
CC(C)(C)c1nnc(NC(=O)COc2ccc3c(c2)OCO3)s1 | 3.0 | 4.0 | . | 10 | 1 | -7 | -4 | -5 | 3.5
Cc1ccc(-n2c(SCC(=O)NCc3ccco3)nc3nc4c(cc3c2=O)COC(C)(C)C4)cc1 | . | 0.4 | -4 | -10 | 21 | . | -15 | . | .
Fc1cccc(NCc2ccoc2)c1 | -1.0 | 0.6 | -12 | -17 | 13 | -5 | -12 | -2 | -1.1
CC(=O)c1sc(NC(=O)Cc2c(F)cccc2Cl)nc1C | -1.4 | 1.0 | -5 | -17 | 9 | -23 | -4 | -2 | -1.2
CC1(C(=O)Nc2ccc3ccccc3c2)CCC(=O)N1CCOc1ccccc1 (stereo not drawn) | . | 2.7 | . | 6 | 11 | . | -9 | . | .
Cc1cc(C)cc(-n2ccnc2SCC(=O)Nc2nccs2)c1 | -0.2 | 0.6 | -8 | -1 | 9 | -30 | -7 | -5 | 0.4
CCCCc1nc(SCC(=O)Nc2ccc(S(N)(=O)=O)cc2)n[nH]1 | -0.6 | -0.5 | 1 | -11 | 21 | 1 | -3 | -11 | 0.2
COc1c(C)cc(C(=O)C2CCCN(Cc3cnc(N4CCOCC4)s3)C2)cc1C (stereo not drawn) | 1.2 | 5.8 | -4 | -7 | 14 | -6 | -5 | -8 | 0.3
CCn1c(SCC(=O)N2CCC(C(N)=O)(N3CCCCC3)CC2)nc2ccccc2c1=O | . | 2.4 | -4 | -7 | 16 | . | -4 | . | .
CC(C)Cn1c(SCC(N)=O)nnc1-c1cccc(S(=O)(=O)N2CCOCC2)c1 | 1.9 | -0.1 | . | -4 | -5 | -1 | -4 | -7 | 1.7
Cc1ccc(NC(=O)C2CCCN(c3nccc(C)n3)C2)c(C)c1 (stereo not drawn) | -1.7 | 0.0 | -2 | -10 | -26 | -17 | -8 | -2 | 0.3
COc1ccc(S(=O)(=O)Nc2ccc3c(c2)n(C)c(=O)n3C)cc1C | 3.6 | 4.9 | 14 | -13 | 21 | -12 | 9 | -11 | 2.7
OCCC1CN(C2CCC2)CCN1Cc1ccc(F)c(F)c1 (stereo not drawn) | 0.5 | -0.2 | -3 | 21 | -11 | -4 | -26 | -4 | 1.3
COc1cccc(NC(=O)C2(C)CCCN(C(C)C)C2)c1 (stereo not drawn) | . | 0.5 | . | -4 | 4 | . | -9 | . | .
Cc1cccc(C)c1NC(=O)CCCSc1nc2ccccc2s1 | -1.5 | 1.2 | -7 | -2 | 5 | -15 | -8 | 0 | 0.1
Cc1ccc(C(=O)Cn2c(=N)n(CCN3CCOCC3)c3ccccc32)cc1 | -1.6 | -0.9 | . | -8 | -4 | -35 | 7 | 2 | -1.6
COc1ccc(CCNCCC(c2ccccc2)c2ccccc2)cc1OC | . | 2.2 | . | 10 | 4 | . | 0 | . | .
CCOC(=O)CCCNC(=O)COC(=O)c1cc(C)cc(C)c1 | -1.0 | 0.3 | -17 | -10 | 19 | -6 | 5 | -5 | 0.1
CC(C)NC(=O)c1ccc2nc([C@@H]3O[C@H](CO)[C@H](O)[C@H](O)[C@H]3O)[nH]c2c1 | . | 0.7 | . | -9 | 13 | . | -9 | . | .
CC(=O)Nc1ccc(C(=O)N/C(=C\c2ccccc2)C(=O)Nc2cccc(C(=O)O)c2)cc1 | 0.2 | -0.4 | -16 | 7 | -13 | -1 | -13 | -2 | -0.7
O=C(COc1ccc2ccccc2c1)NNC(=O)c1ccc([N+](=O)[O-])cc1 | -0.2 | 1.6 | -17 | -7 | 26 | 22 | 9 | -7 | 0.0
COc1ccccc1CN1CC(C(=O)NCc2nc3ccccc3n2C)CCC1=O (stereo not drawn) | . | 4.4 | -8 | 10 | -2 | . | -23 | . | .
COc1ccc(CCNC(=O)COc2ccc(C)nc2[N+](=O)[O-])cc1OC | 0.6 | 3.7 | 18 | -10 | 11 | -4 | -25 | -4 | 0.4
Cc1cc(C)c2cc(CN(CCN(C)C)C(=O)Nc3ccccc3Cl)c(=O)[nH]c2c1 | -0.9 | 1.3 | 8 | -12 | 2 | -26 | 6 | -5 | 3.2
CC(/C=N/NC(=O)c1ccc(CN2c3cccc4cccc(c34)S2(=O)=O)cc1)c1ccccc1 (stereo not drawn) | 1.6 | 0.7 | 1 | 3 | -2 | -8 | 24 | -5 | 1.1
CCOC(=O)C1(CCc2ccccc2)CCN(C(=O)c2occc2C)CC1 | -2.3 | 1.0 | -10 | -2 | 26 | -10 | -3 | -4 | -1.0
Fc1cccc(-c2cncc(N3CCN(CCN4CCCC4)CC3)n2)c1 | . | 0.4 | . | 1 | 10 | . | 0 | . | .
CCCC(=O)Nc1ccc(N2CCOCC2)cc1 | 0.4 | 0.4 | -9 | -9 | 16 | -3 | 5 | -12 | 0.7
CCCCCCn1c(N2CCCC2)nc2c1c(=O)n(C)c(=O)n2C | -1.5 | -0.1 | -14 | 0 | 2 | -12 | -10 | -2 | -1.3
COc1ccc(C(=O)Nc2sc3c(c2C(=O)NCc2ccco2)CCCC3)cc1OC | -0.9 | 0.9 | -7 | -12 | 16 | -14 | -1 | -6 | 0.2
O=C(c1ccccc1NS(=O)(=O)c1ccc(Br)s1)N1CCOCC1 | -0.3 | 0.2 | -4 | 0 | 11 | 0 | 1 | -1 | 0.1
COc1ccc(-c2cc3c(=O)n(CC(=O)NCCCN4CCC(N5CCCCC5)CC4)ncn3n2)cc1 | 11 | 3.6 | 4 | -2 | 2 | -5 | -26 | -10 | 0.0
CCN1C(=O)[C@H]2[C@@H](c3ccc(C)cc3)N3C(=O)N(c4cccc(Cl)c4)C(=O)[C@@]3(Cc3ccccc3)[C@H]2C1=O | 0.9 | 0.4 | . | -13 | 15 | -19 | 2 | -6 | -0.5
COCCn1c(C)cc(C(=O)CSc2nc3ccccc3c(=O)n2C(C)COC)c1C (stereo not drawn) | -1.1 | 1.2 | -12 | 1 | 10 | -17 | 9 | -9 | 0.2
COCCCn1c(C(=O)NCCN2CCOCC2)cc2c(=O)n3ccccc3nc21 | -0.1 | 1.0 | -3 | 10 | -7 | -6 | 4 | -2 | 0.0
COc1ccccc1CN(C)C(=O)c1ccccc1SCC(=O)N1CCCC1 | 5.7 | 8.0 | . | -15 | 19 | -30 | -7 | -5 | 4.2
S=C(NCc1ccccc1)NCc1ccc2c(c1)OCO2 | -1.4 | 0.4 | 4 | -6 | 6 | -13 | 9 | -12 | 1.5
Cn1cc(-c2ccccc2C(=O)O)c(=O)c2cc(Cl)ccc21 | -0.6 | 0.6 | 7 | -5 | -18 | 1 | 1 | -10 | 0.7
Cc1ccccc1NC(=O)c1ccc2c(c1)OCCO2 | -0.6 | 0.2 | 8 | 4 | -1 | 1 | -8 | -6 | -0.8
CCc1cccc(CC)c1NC(=O)COC(=O)/C(C#N)=C/c1ccc(OC)cc1 | -1.5 | 0.9 | -8 | -15 | 12 | -11 | 16 | -5 | 0.3
NC(=O)CSc1nnc(C2CC2)n1-c1ccccc1 | 1.4 | -0.3 | 6 | -6 | -2 | -4 | -3 | -6 | 0.2
CC(C)C(=O)Nc1ccc(C(=O)NCc2cccnc2)cc1 | 0.3 | -0.5 | -11 | 14 | -8 | -12 | -5 | -3 | -0.1
CN(C(=O)C1CCCN(c2ncnc3c2nc2n3CCCCC2)C1)c1cccc(Cl)c1 (stereo not drawn) | 7.1 | 7.8 | -4 | 12 | 2 | -20 | 0 | -16 | 7.5
CSCCCN1CCCC(CO)(Cc2ccccc2F)C1 (stereo not drawn) | -1.2 | 0.2 | -5 | 5 | 12 | 1 | 6 | -5 | -0.1
O=C(CN1CCN(S(=O)(=O)c2ccccc2)CC1)NC(=O)NCc1ccco1 | -0.5 | -0.2 | -16 | -4 | 14 | 0 | -25 | -5 | -0.3
Cn1c2ccccc2c2cc(C(=O)NNC(=O)CCl)sc21 | -2.4 | -0.7 | -23 | -17 | 17 | 18 | 16 | -4 | -1.8
CCOC(=O)Cc1csc(/C(=N/O)C(N)=O)n1 | -0.6 | 0.0 | -6 | -1 | 5 | 3 | -19 | -5 | 0.5

Screening data as filed in PubChem.
